Screens as filed in PubChem.
HT1080-NT tox – kills 2HG-producing HT-1080-NT fibrosarcoma cells; 360,000 compounds, 1.6% hits; Potency, µM (highest dose often 46.1 µM), for the others: at the highest dose activity, negative = less viability, hits mostly cytotoxic; HT-1080-NT fibrosarcoma viability, CellTiter-Glo ATP luminescence, 48 h;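 note: NT is the 2HG producing partner of a matched IDH1 knockdown line; potency is the fitted concentration of half-maximal effect; 0% = DMSO-treated cells and -100% = media-only wells without cells; nearly all actives have a fitted effect of over 55% in size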
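Viability of the 2HG-overproducing fibrosarcoma line after 48 hours of compound exposure at 37 degrees C was determined by luminescence with CellTiter-Glo, and concentration-effect curves were then fitted and categorized.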
KB-3-1 cytotox – KB-3-1 parental cell cytotoxicity; KB-3-1 viability, CellTiter-Glo ATP luminescence, 72 h; Potency, µM (highest dose often 46.1 µM), without a hit: at the top dose activity change, negative = cytotoxic, most hits filed as cytotoxic; 400,000 compounds, 1.4% hits; note: potency is the fitted concentration of half-maximal effect; % is set by controls: 0 for no effect and ±100 for the full control effect; nearly all actives have a fitted effect of over 60% in size
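KB-3-1 parental drug-naive adenocarcinoma cells in DMEM/10% FBS, incubated 72 h at 37 C with pin-transferred compounds across a concentration series. Viability by CellTiter-Glo luminescence; concentration-response curves fitted after normalization.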
HEK293 tox – cytotoxic in the GLP-1 receptor inverse agonist counter-screen. HEK293 cAMP-luciferase reporter cells, luminescence, 24 h. Potency, µM (top dose mostly 38.3 µM), for inactives: at the highest dose activity change, negative = inhibition, actives largely listed as inhibitors. 410,000 compounds, 0.13% hits;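 note: loss of luciferase light is scored as toxicity; potency is the fitted concentration of half-maximal effect; % is set by controls: 0 for no effect and ±100 for the full control effect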
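Cells in DMEM/10% Nu serum/1% pen-strep, 1536-well format. Pre-incubated 12 h, dosed with 23 nL compound, incubated a further 24 h. Luciferase detection, 12 min at room temp, luminescence.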
KB-V1 MDR tox – KB-V1 MDR subline cytotoxicity. Potency, µM (highest dose often 46.1 µM), inactives show top-dose activity change, negative = cytotoxicity, most hits filed as cytotoxic. KB-V1 MDR cells viability, CellTiter-Glo, 72 h. 400,000 compounds, 3.4% hits; note: potency is the fitted concentration of half-maximal effect; % is set by controls: 0 for no effect and ±100 for the full control effect; nearly all actives have a fitted effect of over 60% in size
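KB-V1 cells (P-gp-expressing MDR subline of KB-3-1) in phenol-red-free DMEM with 10% FBS were exposed to library compounds over a concentration series for 72 h at 37 degrees C. Viability read by CellTiter-Glo luminescence; concentration-effect curves fitted after normalization.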
IL1B secr inh – inhibitors of inflammasome signaling (IL-1 beta secretion); THP-1 LPS/ATP IL-1B secretion, AlphaLISA, 16 h; hits give low values; activity change, % at 57.5 µM; 360,000 compounds, 4.7% hits; AID 743279; in the data active = activity change below about -50%; inconclusive = mostly about -30% to -49%; note: % is set by controls: 0 for no effect and ±100 for the full control effect
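Secreted IL-1B measured by AlphaLISA bead assay after 16 h compound exposure of THP-1 cells; compounds (final up to 57.5 uM) added 1 h before LPS (250 ng/mL) and ATP (1.25 mM) stimulation; lower signal means less secretion.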
HT1080 IDH1KD tx – HT-1080 IDH1 knockdown cell toxicity (counter line). HT-1080 IDH1 knockdown viability, ATP luminescence, 48 h. Potency, µM (series often up to 46.1 µM), inactives show top-dose activity, negative = toxicity, usual class: cytotoxic. 360,000 compounds, 2% hits;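 note: potency is the fitted concentration of half-maximal effect; 0% = DMSO wells and -100% = cell-free medium wells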
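IDH1KD HT-1080 cells, 750/well, RPMI + 5% FBS; compound pinned after 2 h settling; 48 h, 37 °C; CellTiter-Glo luminescence; % activity normalised to DMSO and no-cell wells; curves fitted, classed by r2 and efficacy.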
DRD3 agonist – agonists of human D3 dopamine receptor | P35462 | D3R DiscoveRx beta-arrestin cells, luminescence, 90 min | max activation, % | 410,000 compounds, 0.58% hits | AID 652048; in the data active = max activation above about 30%; note: 0% is about no effect; mostly tested at two doses, the higher about 12 µM
Target sequence (P35462 whole entry, looked up): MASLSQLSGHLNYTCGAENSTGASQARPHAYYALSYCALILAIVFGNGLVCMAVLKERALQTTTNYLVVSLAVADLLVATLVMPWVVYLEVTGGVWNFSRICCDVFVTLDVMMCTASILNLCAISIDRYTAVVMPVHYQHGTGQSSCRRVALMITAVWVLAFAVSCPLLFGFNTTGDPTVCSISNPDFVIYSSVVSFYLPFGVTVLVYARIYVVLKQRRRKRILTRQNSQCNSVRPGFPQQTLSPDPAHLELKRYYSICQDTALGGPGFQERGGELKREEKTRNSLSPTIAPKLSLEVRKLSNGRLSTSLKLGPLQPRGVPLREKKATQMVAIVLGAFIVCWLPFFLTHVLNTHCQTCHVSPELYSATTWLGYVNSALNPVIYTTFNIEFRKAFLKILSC
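Agonist-mode cell screen: cells plated at 1500/well and incubated overnight at 37 °C, then exposed to library compounds for 90 min at 37 °C. Detection reagent was added for 30–60 min at room temperature, and luminescence was read.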
MCF10A rerep – induces DNA re-replication in MCF 10a normal breast cells. MCF 10A DNA re-replication, Hoechst nuclear intensity, 48 h. 350,000 compounds, 2.9% hits. Potency, µM (doses to about 46.1 µM), for the others: at the highest dose activity, positive = re-replication, actives largely listed as activators. AID 624296; note: potency is the fitted concentration of half-maximal effect; % of control where 0% means no effect; nearly all actives have a fitted effect of over 50% in size
SW480 rerep – inducers of DNA re-replication in SW480 colon cancer cells; SW480 DNA re-replication, Hoechst DNA content imaging, 48 h; Potency, µM (highest dose often 46.1 µM), without a hit: at the top dose re-replication activation, most hits filed as activators; 340,000 compounds, 1.8% hits; note: potency is the fitted concentration of half-maximal effect; % of control where 0% means no effect; nearly all actives have a fitted effect of over 55% in size
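Cells (250 per well) received 23 nL compound or DMSO by pin tool and were kept 48 hr at 37 C, 5% CO2. Nuclei were then stained with Hoechst for 40 min and scanned for DNA content.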
* marks the source's active call; other numbers are inactive results; ? = inconclusive; · = not tested or not shown; [ ] = remark or other dose. Unless noted, calls come from the whole dose curve; as a rule, active = well fitted curve in the direction sought with a large enough effect; inconclusive = small, poorly fitted or top-dose-only effect, or another doubt; inactive = no such curve, though single readings can be large; an effect the other way counts as inactive or inconclusive.

SMILES | HT1080-NT tox | KB-3-1 cytotox | DRD3 agonist | MCF10A rerep | HEK293 tox | KB-V1 MDR tox | IL1B secr inh | SW480 rerep | HT1080 IDH1KD tx
CCCCN1C(=O)C(NC(=O)C2CC2)(C(F)(F)F)C2=C1CC(C)(C)CC2=O (stereo not given) | 0.1% | -4.3% | 1.3 | 2.7% | -2.6% | ? | 4.9 | 6.8% | 0.5%
COc1ccc(CNC(=O)CCSCc2cccc(Cl)c2)c(OC)c1 | 0.0% | 10.6% | 0.9 | 4.2% | -2.6% | -0.5% | -8.5 | -2.9% | -0.8%
O=c1n(Cc2ccc(F)cc2)nc2n1-c1ccccc1SC2 | 10.2% | -0.5% | -13.4 | -6.6% | 20.2% | -5.1% | 20.2 | -32.6%[inhibitor] | 6.5%
CN(C(=O)Cn1cccc1C1=NC(c2ccccc2)CO1)c1ccccc1 (stereo not given) | -2.1% | -0.1% | -4.0 | ? | 0.8% | ? | -2.3 | ? | -2.1%
COc1cc(C2NC(=O)NC(C)=C2C(=O)OC(C)(C)C)ccc1OCC(=O)O (stereo not given) | -0.2% | 4.6% | -10.2 | -4.0% | 0.4% | 10.6% | -1.0 | -2.9% | -5.1%
CCN(CC)CCn1c(NCc2cc(OC)ccc2OC)nc2ccccc21 | -7.8% | -16.9% | -2.3 | ? | -36.9% | ? | -6.0 | -5.5% | -8.8%
CNCc1ccccc1Sc1cccc2ccccc12 | -14.3% | ? | -5.5 | ? | -21.5% | 14.6µM* | -55.3* | ? | -26.2%
O=C(Nc1ccc(C(=O)O)cc1)Nc1cccc2ccccc12 | -1.0% | 1.0% | 1.6 | 2.7% | 0.1% | 0.0% | 15.2 | -3.3% | 1.0%
Cc1cc(=O)oc2cc(OCC(=O)OCC(=O)Nc3ccc(C(C)C)cc3)ccc12 | 12.5% | -10.6% | 26.2 | 3.4% | -0.6% | 5.7% | 20.6 | 1.1% | 1.4%
CCOC(=O)N1CCN(C(=O)CN(c2cccc(C(F)(F)F)c2)S(C)(=O)=O)CC1 | 7.6% | 8.8% | 0.7 | 7.0% | 7.2% | 7.2% | 11.3 | -5.4% | 2.5%
COc1cc(S(=O)(=O)N2CCCN(C)CC2)ccc1NC(C)=O | 12.9% | 8.9% | 1.9 | 4.5% | -0.3% | 22.6% | 20.5 | -0.2% | 12.8%
Cc1ccc(C(=O)NCC(=O)OCc2nc3ccsc3c(=O)[nH]2)cc1C | 0.2% | 3.3% | 3.0 | · | -3.6% | 8.2% | 0.3 | · | -2.4%
O=C(Cn1nnc(-c2ccccc2)n1)OCc1ccccc1 | 4.9% | -1.4% | 8.5 | 1.0% | -4.9% | 16.2% | 26.3 | -6.8% | 2.3%
O=C(Cn1ncc2c1-c1ccccc1OC2)N1CCN(c2ccccc2)CC1 | · | 0.1% | 3.6 | · | -3.0% | 5.4% | · | · | ·
Cc1ccc(C)c(S(=O)(=O)N2CCN(CC(=O)NC(=O)NCc3ccccc3)CC2)c1 | -28.2% | 9.3% | 5.0 | 2.6% | -7.0% | -17.1% | -12.2 | 2.7% | -15.2%
O=C(CCCc1cccs1)Nc1nc2c(s1)CCCC2 | 0.1% | -20.3% | 0.3 | 13.8% | 2.3% | ? | -6.5 | 1.2% | -14.5%
CCCCn1c(SCC(N)=O)nc2ccc(N3CCOCC3)cc2c1=O | 1.8% | -3.8% | -0.1 | 10.8% | -2.7% | -18.3% | 3.5 | -2.9% | -0.2%
Cc1ccc(NC(=O)C2CCCC2)cc1Cl | -7.3% | -4.4% | 6.5 | 4.3% | 4.8% | 1.9% | -24.2 | 6.2% | -14.9%
Cc1ccc(CCNC(=O)c2cc(-c3ccncc3)nc3ccccc23)cc1 | -0.3% | 0.0% | -1.4 | 12.8% | -7.4% | -26.2% | 18.2 | ? | -20.7%
CCCC(=O)N(Cc1cc2cc(OC)ccc2[nH]c1=O)c1ccc(OC)cc1 | -16.6% | -5.8% | 1.2 | · | 7.0% | 1.2% | 0.7 | · | -5.6%
COc1ccc(/C=N/n2cnnc2SCc2ccc(OC)cc2)cc1 | -1.7% | -29.0% | -1.0 | -3.2% | 4.0% | -9.8% | -0.8 | 2.7%[9.22 µM] | -3.6%
COc1cccc(CNC(=O)Cn2cccc2C(=O)c2ccccc2C)c1 | 6.5% | 7.5% | 4.0 | 0.8% | -6.0% | -14.2% | -9.9 | -18.0% | 7.4%
CCOC(=O)C(C#N)(Cc1cc(OC)cc(OC)c1)Cc1cc(OC)cc(OC)c1 | · | -12.8% | · | -14.8% | · | -11.0% | · | 15.6%[9.22 µM] | ·
CC(=O)N/C(=C\c1ccccc1)C(=O)OCC(=O)Nc1ccc(C)c(S(=O)(=O)N(C)C)c1 | 3.2% | 2.0% | 11.8 | 6.7% | -19.0% | ? | -3.0 | 5.8µM* | 7.3%
COc1ccc(F)cc1S(=O)(=O)N1CC(C)CC(C)C1 (stereo not given) | -1.2%[9.24 µM] | -26.8% | 2.1 | 6.1% | -14.6% | -22.3% | 0.0 | -6.2% | -7.3%

(list continues)
SMILES | HT1080-NT tox | KB-3-1 cytotox | DRD3 agonist | MCF10A rerep | HEK293 tox | KB-V1 MDR tox | IL1B secr inh | SW480 rerep | HT1080 IDH1KD tx
COc1ccccc1C(=O)NCCC(=O)NC1CCCC(C)C1C (stereo not given) | -4.1% | ? | 2.7 | 8.0% | -6.6% | ? | 17.7 | -1.4% | -10.8%
O=C(Oc1ccc(C(=S)N2CCOCC2)cc1Cl)c1ccccc1F | -0.7% | -5.5% | 0.8 | 17.7% | -5.8% | 10.8% | 10.7 | -20.9% | 0.3%
COc1cccc(-c2csc(N3CCN(C(=S)Nc4cccc(Cl)c4)CC3)n2)c1 | ? | 22.6% | -0.7 | 20.4% | -7.4% | ? | -80.9* | -4.5% | ?
CCCCC(=O)NNC(=S)NC(=O)c1ccc([N+](=O)[O-])cc1 | 3.7% | ? | -1.8 | ? | -6.7% | 5.3% | 29.6 | 6.6% | -22.7%
CCC(CC)C(=O)Nc1cc([N+](=O)[O-])ccc1Cl | 4.6% | 15.3% | -1.2 | 14.2% | 10.0% | ? | 8.8 | -43.6%[inhibitor] | 4.3%
CCCC(C)NC(=O)CN1C(=O)c2cccc3cccc1c23 (stereo not given) | -1.3% | -2.4% | -4.9 | ? | 72.3%[activator] | -23.9% | -0.1 | 9.2% | 14.6%
CCC(C)NC(=O)c1cnn(-c2cccc(F)c2)c1-n1cccc1 (stereo not given) | · | -1.0% | 6.9 | · | -4.1% | ? | · | · | ·
CN(CCOc1ccccc1)c1ccc(S(=O)(=O)N2CCCCC2)cn1 | -3.0% | -5.7% | -8.2 | 0.5% | -16.5% | -11.7% | -29.2 | -1.4% | 1.9%
O=C(Nc1c(-c2ccccc2)nc2ccccn12)c1cccs1 | 5.1% | 7.2% | 15.4 | 6.4% | -15.1% | 0.0% | 2.6 | -1.5% | 8.6%
O=C(C=Cc1cccnc1)c1ccccc1 | ? | ? | -5.4 | ? | ? | ? | -105.8* | 12.2% | 18.4µM*
O=C(CNC(=O)c1ccc(Br)o1)NNC(=O)c1ccccc1O | -9.2% | 11.9% | 3.8 | 0.1% | 8.5% | -13.0% | 28.7 | -12.3% | -0.2%
CCOc1ccc2nc(NC(=O)c3cc(=O)c4ccc(C)cc4o3)sc2c1 | · | 3.3% | 2.9 | · | -5.8% | ? | · | · | ·
CN(CC(=O)Nc1ccccc1Br)C(=O)c1cccn1C | 0.0% | 9.1% | -0.2 | -4.7% | 7.2% | 18.4% | 11.1 | -3.1% | 11.2%
COc1ccc(C2(CCN=Cc3ccc(N(C)C)cc3)CCOC(C)(C)C2)cc1 (stereo not given) | 18.4% | 14.0% | -1.3 | 5.2% | -1.1% | 26.1% | -1.2 | -62.8%[inhibitor] | -7.9%
COc1ccc2nc3c(cc2c1)c(NC(=O)C1CCCO1)nn3CC(C)C (stereo not given) | -7.5% | 11.3% | 1.6 | 7.5% | · | -29.7% | 9.9 | ? | 0.0%
COc1ccc(Br)c(OC)c1C(=O)NC(=O)Nc1c(F)cccc1F | 2.5% | -6.0% | 1.3 | 2.6% | -12.0% | 7.7% | 7.6 | -22.9% | 1.6%
Cc1ccc(S(=O)(=O)N2CCN(C(=O)COc3ccc(Br)cc3)CC2)cc1 | -8.3% | 0.8% | -14.6 | 2.0% | -12.4% | 16.4µM* | -2.4 | -0.6% | -11.1%
CC12CCC(=O)N1C(C(=O)Nc1ccc(S(=O)(=O)N3CCCCC3)cc1)CS2 (stereo not given) | 1.9% | 11.4% | 2.2 | 0.4% | 12.9% | 9.1% | 0.5 | -3.5% | 0.8%
O=C(NCC(=O)N(c1cccc(F)c1)C(C(=O)NC1CCCC1)c1ccncc1)c1cccs1 (stereo not given) | 0.6% | -1.1% | 15.9 | 6.8% | -2.0% | -0.9% | 8.8 | 2.5% | 0.0%
CCC(C)(C)NC(=O)C(c1ccc(OC)cc1)N(C(=O)CCC(=O)Nc1cc(C)on1)c1ccc(F)cc1 (stereo not given) | ? | -0.9% | 18.9 | 13.2% | 17.0% | -25.9% | -11.3 | -0.7% | -7.0%
N#CC1C(=O)NC(=O)C(C#N)C12CCCC(C(F)(F)F)C2 (stereo not given) | -0.9% | -6.2% | -14.6 | -1.7% | 42.6%[activator] | -10.4% | -6.6 | -5.9% | 2.5%
